LMPTP block: LMPTP (human) inhibition | hit rate 0.22% among 360,000 | AID 651560 | inhibition, % at 20 µM | P24666 | recombinant LMPTP-A, OMFP fluorogenic substrate, fluorescence intensity;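 active means compounds that cut the enzyme signal by at least half of the control window in the single-dose screen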;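 further: plate controls were DMSO wells with enzyme plus substrate for no effect and substrate without enzyme for full effect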
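Test system: LMPTP-A phosphatase enzyme; input: 0.625 nM LMPTP-A final; reagent: OMFP substrate, 400 µM final; compound dosing: 20 µM single dose, 3% DMSO; incubation: 50 min dark incubation at room temperature; measured by: endpoint fluorescence intensity from OMFP dephosphorylation; measure: % inhibition relative to no-enzyme and uninhibited control wells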
STEP block: blocks human striatal-enriched tyrosine phosphatase; recombinant STEP, OMFP fluorogenic substrate, fluorescence; inhibition, % at 20 µM; hit rate 0.25% among 360,000; AID 588621;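 active means inhibition at 20 µM, scaled per plate between control wells, above about 37%, limit read from the data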;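 further: 0% = DMSO with enzyme and substrate and 100% = substrate only without enzyme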
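System: STEP phosphatase, cell-free reaction; Buffer or medium: Bis-Tris pH 6.0 buffer with DTT, detergent; Incubation: 20 min at room temperature, dark; Measured by: fluorescence, 480/540 nm.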
Scp1 inh: Scp-1 (human) phosphatase inhibition. Recombinant Scp1, phosphopeptide, malachite green phosphate absorbance. Q9GZU7. hit rate 0.88% among 340,000. AID 493091. inhibition, % at 20 µM;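 active means inhibition above about 50% at 20 µM, limit read from the data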;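 further: plate controls were DMSO wells with enzyme for no effect and wells lacking enzyme for full effect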
Target sequence (Q9GZU7 76-261 limits assumed): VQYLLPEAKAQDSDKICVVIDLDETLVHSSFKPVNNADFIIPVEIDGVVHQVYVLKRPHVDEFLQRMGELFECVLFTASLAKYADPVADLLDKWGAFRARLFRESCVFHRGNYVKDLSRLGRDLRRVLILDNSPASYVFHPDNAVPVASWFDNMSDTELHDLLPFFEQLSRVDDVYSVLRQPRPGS
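Test system – truncated SCP-1 phosphatase (76-261aa) · Reagent – Phosphorylated 17-residue peptide substrate · Incubation – 45 min room-temperature reaction, 5 min colour, 30 min stabiliser · Detection – colorimetric phosphate reagent with accelerator and stabiliser, absorbance at 630 nm · Measure – % inhibition at 20 µM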
NadD block: inhibitors of Staphylococcus aureus NadD; purified NadD enzyme, colorimetric absorbance read-out; inhibition, % at 20 µM; hit rate 0.78% among 360,000; AID 602399; in the data active means inhibition above about 26%; further: some compounds past the cut are filed as inactive
Neddyl block: blocks human cullin neddylation | calls only at 25 µM | TR-FRET cullin neddylation, biochemical | P61081+Q13564 | hit rate 0.58% among 360,000; in the data active means inhibition above about 36%
Target sequence (P61081 whole entry, looked up): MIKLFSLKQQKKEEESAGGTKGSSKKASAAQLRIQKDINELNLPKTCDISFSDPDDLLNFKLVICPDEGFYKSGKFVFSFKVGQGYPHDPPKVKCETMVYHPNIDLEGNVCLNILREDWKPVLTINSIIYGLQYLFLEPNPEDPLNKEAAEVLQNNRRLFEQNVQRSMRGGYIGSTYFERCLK
Target sequence (Q13564 whole entry, looked up): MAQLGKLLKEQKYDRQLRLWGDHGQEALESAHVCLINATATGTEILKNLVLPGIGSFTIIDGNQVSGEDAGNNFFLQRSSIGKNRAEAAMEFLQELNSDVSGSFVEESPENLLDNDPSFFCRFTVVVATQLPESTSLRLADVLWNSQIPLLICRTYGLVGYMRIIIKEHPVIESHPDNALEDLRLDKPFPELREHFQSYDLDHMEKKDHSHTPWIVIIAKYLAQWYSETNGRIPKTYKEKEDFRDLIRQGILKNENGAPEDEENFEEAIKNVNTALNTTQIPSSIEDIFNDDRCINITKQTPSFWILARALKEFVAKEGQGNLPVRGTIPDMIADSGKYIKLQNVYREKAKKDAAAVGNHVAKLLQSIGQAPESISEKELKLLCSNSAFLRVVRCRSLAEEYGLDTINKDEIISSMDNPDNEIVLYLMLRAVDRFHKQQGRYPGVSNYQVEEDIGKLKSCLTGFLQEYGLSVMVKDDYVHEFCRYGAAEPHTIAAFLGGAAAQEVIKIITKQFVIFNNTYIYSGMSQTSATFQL
SUMO1-SIM PPI: modulators of human SUMO1-mediated protein-protein interactions. inhibition, % at 20 µM. P63165. hit rate 0.33% among 360,000. SUMO1 binding to a labelled peptide, TR-FRET, 1 h; in the data active means inhibition above about 37%
Target sequence (P63165 whole entry, looked up): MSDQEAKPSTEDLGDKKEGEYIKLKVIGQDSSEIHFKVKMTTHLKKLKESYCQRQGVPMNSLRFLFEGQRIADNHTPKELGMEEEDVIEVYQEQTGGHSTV
DNMT1 block: inhibitors of human DNMT1 | P26358 | DNMT1 molecular beacon, Hinp1I cleavage, fluorescence | inhibition (reported as % activation of signal), % at 10 µM | hit rate 0.83% among 360,000 | AID 588458; in the data active means inhibition above about 50%
SKN-1 inh: blocks SKN-1 activity in C. elegans | C. elegans VP596 Pgst-4::GFP/RFP ratio, acrylamide-induced, 24 h | inhibition, % at 21.8 µM | hit rate 0.49% among 360,000;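 active means interference check ratio from 0.5 to 1.5 plus GFP to RFP signal ratio inhibition reaching or exceeding a fixed threshold, cut at about 30% in these data, passing the limit was not always enough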; further: some compounds called inactive have numbers as strong as hits
CendR NRP1 mod: modulators of CendR peptide binding to human neuropilin-1; hit rate 0.85% among 360,000; O14786; FAM-RPARPAR peptide binding to NRP-1, fluorescence polarization; inhibition, % at 25 µM;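 active means inhibition or corrected inhibition above about 18%, plus a signal ratio from 0.5 to 1.5, limit read from the data, passing the limit was not always enough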; further: strong numbers were not always called active
Tb MetRS inh: Trypanosoma brucei MetRS inhibition | purified T. brucei MetRS, ATP depletion, Kinase-Glo luminescence | inhibition, % at 11.9 µM | hit rate 0.4% among 360,000 | AID 624268;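 active means inhibition above a per-plate cutoff of the control wells' mean inhibition plus 3 SD, cut at about 5.5% in these data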;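 further: 0% = DMSO wells median and 100% = median of wells with control inhibitor compound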
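Test system – parasite MetRS enzyme · Reagent – substrates ATP, L-methionine and bulk Escherichia coli tRNA · Doses – 11.9 µM compound single dose, 0.9% DMSO · Times – 15 min enzyme-compound preincubation, 2 h reaction, 10 min detection, 25 °C · Signal – Kinase-Glo luminescence, ATP depletion format · Controls – DMSO-only wells as low control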
* hit, by the source's call; i = inactive; / = not tested or not shown; + = active, no number.

SMILES	LMPTP block	STEP block	Scp1 inh	NadD block	Neddyl block	SUMO1-SIM PPI	DNMT1 block	SKN-1 inh	CendR NRP1 mod	Tb MetRS inh
CN(C(=O)COC(=O)c1cn(-c2ccccc2)nc1-c1ccccc1)C1CCS(=O)(=O)C1 (centres undefined)	-1.5	-2	-10	0	i	-8	3	1	-3	-0.1
COc1ccccc1CNC(=O)c1cc(C(C)C)nc2ccccc12	1.4	1	-8	0	i	-2	0	3	16	0.2
COc1ccccc1OCC(=O)NC1CCSc2ccccc21 (centres undefined)	-4.1	4	0	-4	i	2	1	-5	-7	-0.1
CC(=O)c1ccc(NC(=O)N2CCCC(C(=O)c3ccc4c(c3)OCO4)C2)cc1 (centres undefined)	0.9	-2	3	1	i	-4	-1	5	-11	-0.8
CCCC(=O)Nc1c2c(nn1-c1ccc([N+](=O)[O-])cc1)CS(=O)(=O)C2	-0.7	0	-4	-1	i	-23	0	7	4	1.5
CCNC(=O)C1(C)CCCN(C(=O)c2ccccc2Br)C1 (centres undefined)	0.1	-2	/	2	i	4	4	9	0	0.6
Cc1csc(CNc2ncnc3ccc(-c4ccc5c(c4)OCCO5)cc23)c1	3.1	2	16	12	i	-2	-8	-13	-6	-0.5
COCCCN(CC(=O)Nc1ccc(N2CCOCC2)cc1)S(=O)(=O)c1ccccc1	-0.5	1	-6	1	i	3	-2	11	10	-0.4
CC(=O)N1CCN(S(=O)(=O)c2cccc(C(=O)NCc3ccc(F)cc3)c2)CC1	-0.5	3	-4	0	i	1	4	8	4	0.2
OC(C1=CC(=Cc2ccncc2)c2ccccc21)c1ccncc1 (centres undefined)	20	-1	-8	2	i	-29	1	18	7	-0.3
O=S1(=O)CCC(NC(=S)Nc2ccc(Cl)cc2)C1 (centres undefined)	0.3	-1	-7	-7	i	-1	2	8	11	0.2
N#CCC1c2ccccc2CCN1C(=O)Nc1ccc(C(F)(F)F)cc1 (centres undefined)	0.3	0	-10	-10	i	-1	1	0	-2	-0.9
O=C(CN1C(=O)c2ccccc2S1(=O)=O)NCCSCc1c(F)cccc1Cl	-0.6	0	-3	-17	i	1	-1	14	24*	0.2
COc1ccc([C@H]2CC(=O)C=C(c3cccc(OC(F)(F)F)c3)C2)cc1	3.6	3	-18	6	i	-14	6	3	4	-0.1
CCC(=O)N1CCc2cc(Br)cc(S(=O)(=O)N3CCC(C(=O)NC(C)C)CC3)c21	-0.7	-1	-1	-2	i	0	0	-4	-3	0.0
CCCN1CCc2nc(SCC(=O)Nc3ccc(C)c(Cl)c3)[nH]c(=O)c2C1	2.8	0	10	9	i	9	-5	7	6	-2.1
CCCCN(C(=O)c1ccc2ccccc2c1)c1c(N)n(CCCC)c(=O)[nH]c1=O	-1.0	-2	-10	3	i	-1	1	2	-2	-0.3
CC(=O)c1ccc(NC(=O)CSc2nc(=O)n3cccc(C)c3n2)cc1	-1.8	6	-2	-1	i	2	5	11	13	0.1
CCCc1cc(=O)oc2c(C)c(OCC(=O)N3CCC[C@@H]3C(=O)O)ccc12	-1.7	0	4	1	+	16	2	-6	3	0.9
O=C(CSc1nc2ccccc2[nH]1)NCCc1ccc(Cl)cc1	0.8	-1	0	0	i	1	3	3	4	32*

Twelve structures already listed, ordered by heavy-atom count, low to high:
SMILES	LMPTP block	STEP block	Scp1 inh	NadD block	Neddyl block	SUMO1-SIM PPI	DNMT1 block	SKN-1 inh	CendR NRP1 mod	Tb MetRS inh
O=S1(=O)CCC(NC(=S)Nc2ccc(Cl)cc2)C1 (centres undefined)	0.3	-1	-7	-7	i	-1	2	8	11	0.2
CCNC(=O)C1(C)CCCN(C(=O)c2ccccc2Br)C1 (centres undefined)	0.1	-2	/	2	i	4	4	9	0	0.6
O=C(CSc1nc2ccccc2[nH]1)NCCc1ccc(Cl)cc1	0.8	-1	0	0	i	1	3	3	4	32*
OC(C1=CC(=Cc2ccncc2)c2ccccc21)c1ccncc1 (centres undefined)	20	-1	-8	2	i	-29	1	18	7	-0.3
COc1ccccc1CNC(=O)c1cc(C(C)C)nc2ccccc12	1.4	1	-8	0	i	-2	0	3	16	0.2
CC(=O)c1ccc(NC(=O)CSc2nc(=O)n3cccc(C)c3n2)cc1	-1.8	6	-2	-1	i	2	5	11	13	0.1
CCCN1CCc2nc(SCC(=O)Nc3ccc(C)c(Cl)c3)[nH]c(=O)c2C1	2.8	0	10	9	i	9	-5	7	6	-2.1
Cc1csc(CNc2ncnc3ccc(-c4ccc5c(c4)OCCO5)cc23)c1	3.1	2	16	12	i	-2	-8	-13	-6	-0.5
CC(=O)c1ccc(NC(=O)N2CCCC(C(=O)c3ccc4c(c3)OCO4)C2)cc1 (centres undefined)	0.9	-2	3	1	i	-4	-1	5	-11	-0.8
CCCCN(C(=O)c1ccc2ccccc2c1)c1c(N)n(CCCC)c(=O)[nH]c1=O	-1.0	-2	-10	3	i	-1	1	2	-2	-0.3
COCCCN(CC(=O)Nc1ccc(N2CCOCC2)cc1)S(=O)(=O)c1ccccc1	-0.5	1	-6	1	i	3	-2	11	10	-0.4
CN(C(=O)COC(=O)c1cn(-c2ccccc2)nc1-c1ccccc1)C1CCS(=O)(=O)C1 (centres undefined)	-1.5	-2	-10	0	i	-8	3	1	-3	-0.1

Next part:
SMILES	LMPTP block	STEP block	Scp1 inh	NadD block	Neddyl block	SUMO1-SIM PPI	DNMT1 block	SKN-1 inh	CendR NRP1 mod	Tb MetRS inh
CC(NC(=O)CSc1nc2sc3c(c2c(=O)n1-c1ccccc1)CCCC3)c1ccccc1 (centres undefined)	4.6	9	-2	33*	i	-5	33	15	14	-0.8
O=C(CCN1CCN(S(=O)(=O)c2ccc(Br)cc2)CC1)Nc1ccccc1F	-0.1	3	6	-4	i	3	-1	-5	-10	-0.2
CCOC(=O)N1CCC(N2C(=O)c3ccccc3C2=O)CC1	-2.4	-1	2	1	i	-9	0	-14	-5	1.2
N#CCC(=O)N/N=C/c1c2ccccc2cc2ccccc12	2.5	1	-20	-3	i	-17	2	-8	6	-0.4
Cc1ccc(N2C(=N)/C(=C3/Nc4ccccc4S3)C(c3ccccc3)C2=O)cc1 (centres undefined)	1.7	1	-3	4	i	0	-9	1	0	-1.1
CC(C)(C)OC(=O)N1CCC(C(=O)Nc2ccc(C(=O)NCCc3ccccc3)cc2)CC1	-0.8	-5	4	1	i	-1	0	-2	5	-0.1
CCOc1ccc(C(C)=O)cc1CSC(=N)N	-0.6	-1	-4	-7	i	1	-2	1	11	-0.3
CCOc1ccccc1CN1CCC(CO)(CCOc2ccccc2)CC1	0.2	-2	-7	-2	i	-2	0	1	2	-0.2
Cc1ccc(C)c(NC(=O)Cn2nnc(-c3ccc(N4CCOCC4)cc3)n2)c1	4.3	0	-8	14	i	2	37	14	-14	-0.1
O=C(C[N+]12CC[N+](CC(=O)c3ccc(F)cc3)(CC1)CC2)c1ccc(F)cc1	-6.6	-4	-4	-5	i	-1	0	15	2	0.0
CC(C)C(=O)Nc1ccc(NC(=O)c2cccc(F)c2)cn1	-1.6	1	-4	-4	i	1	-2	-2	13	-0.3
O=C(CSc1cn(CC(=O)N2CCOCC2)c2ccccc12)N1CCOCC1	-0.5	0	-6	1	i	-4	-2	13	0	1.1
CCOCCc1c(O)nc(SCC(=O)NCc2ccco2)[nH]c1=O	0.7	0	13	-2	i	5	24	-7	3	-0.9
COCC(=O)Nc1cc(OC)c(Cl)cc1OC	0.1	-5	-5	-1	i	2	4	14	-2	-0.3
CC(=O)Oc1cccc(C(=O)Nc2c[nH]c(=O)[nH]c2=O)c1	-0.1	1	-7	-6	i	-1	1	9	-7	-1.2
COc1ccc(C(C(=O)NC2CCCC2)N(CCCO)C(=O)Cn2nnc(-c3ccc(C)o3)n2)cc1 (centres undefined)	0.8	-1	-4	-4	i	-4	1	-22	-7	-0.4
O=C1C2C3C=CC(C3)C2C(=O)N1c1cccc2ccccc12 (centres undefined)	-0.4	-2	-11	-8	i	0	3	5	9	-0.9
Cc1ccccc1N1CC(C(=O)O)CC1=O (centres undefined)	-1.9	-1	-5	-3	i	3	4	5	-6	0.0
O=C(N/N=C/c1ccc(N2CCOCC2)o1)c1cccc(F)c1	-1.3	0	-11	9	i	-15	-3	7	10	-0.5
O=C(NC1CC1)C1CCN(C2CCN(C(=O)CSc3ccccc3)CC2)CC1	-3.2	-2	-4	-8	i	-5	-1	-1	-15	-0.6
Cc1ccc(NC(=O)Nc2cc(Cl)ccc2C2COC(=O)C2=N)cc1 (centres undefined)	1.3	0	-3	3	i	-4	16	13	2	2.0
Cc1ccc(-c2ccc(CCC(=O)O)n2NC(=O)c2ccco2)cc1	-2.7	2	-10	1	i	-3	-1	24	11	0.0
Cc1cc(C(=O)Cn2cncn2)c(C)n1CCc1ccc(F)cc1	2.4	0	1	11	i	4	-7	24	-10	-0.3
Cc1c(Cl)c([N+](=O)[O-])nn1CCCC(=O)Nc1cccc(O)c1	1.0	-3	-4	-9	i	-19	-4	7	-1	0.5
CCC(Sc1nc2ccccc2s1)C(=O)Nc1cc(C)on1 (centres undefined)	1.7	3	-6	-2	i	3	-2	-21	-5	0.1
CCCCNC(=O)CCCCCn1c(=O)[nH]c2cc(OC)c(OC)cc2c1=O	-0.6	5	-7	2	i	4	-1	17	-10	0.0
COc1ccc(CCNC(=O)CN2CCC(C(N)=O)CC2)cc1	-1.4	-3	2	0	i	4	-1	-3	4	-1.0
COc1ccc(NC(=O)c2cc(-c3cccnc3)nc3ccc(C)cc23)cc1OC	1.6	0	-6	-6	i	-3	-12	10	-6	0.6
Cc1ccc(NC(=O)CSc2nnc3ccc(-c4cccnc4)nn23)cc1	2.8	0	-3	-2	i	-18	-4	-5	4	-0.3
O=C(c1ccc(=O)[nH]c1)N(c1ccccc1)C(CCc1ccccc1)c1nc2ccccc2[nH]1 (centres undefined)	-0.5	0	/	-5	i	1	0	12	1	-0.1
CC(=O)c1cccc(NC(=O)C2Cc3c(-c4ccco4)ccnc3O2)c1 (centres undefined)	0.0	-2	/	-2	i	4	-1	-3	-10	-0.3
COc1ccc(N2CCN(c3ccc(Cl)nn3)CC2)cc1	0.3	3	-7	-4	i	-5	-3	-1	11	1.7
COc1ccc2[nH]c(C)c(CCNC(=S)Nc3cccc(C)c3C)c2c1	-1.3	-5	-3	-2	i	2	-4	11	10	-0.4

From PubChem BioAssay
